Screening data deposited in PubChem BioAssay by several laboratories.
HDAC3 inhib = blocks human histone deacetylase 3; O15379; recombinant HDAC3, fluorogenic peptide/trypsin coupled, fluorescence; inhibition, % at 8.3 µM; actives 0.15% (n = 320,000); AID 2718; in the data active = inhibition above about 26%, passing the limit was not always enough
Target sequence (O15379 whole entry, looked up): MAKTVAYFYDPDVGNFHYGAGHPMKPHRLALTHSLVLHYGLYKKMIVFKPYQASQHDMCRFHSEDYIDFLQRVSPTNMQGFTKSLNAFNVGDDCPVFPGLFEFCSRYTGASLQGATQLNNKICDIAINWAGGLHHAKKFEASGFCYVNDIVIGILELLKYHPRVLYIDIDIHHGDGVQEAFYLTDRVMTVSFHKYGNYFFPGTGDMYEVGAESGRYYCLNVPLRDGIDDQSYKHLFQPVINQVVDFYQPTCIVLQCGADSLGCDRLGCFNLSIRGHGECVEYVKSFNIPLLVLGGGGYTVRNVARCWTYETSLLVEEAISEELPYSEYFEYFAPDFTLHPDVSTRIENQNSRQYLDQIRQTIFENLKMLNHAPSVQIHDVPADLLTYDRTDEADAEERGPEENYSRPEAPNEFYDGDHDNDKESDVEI
KCNQ1 act = potentiators or activators of human KCNQ1 potassium channel; actives 0.35% (n = 310,000); AID 2648; B-score at 10 µM; CHO-K1 KCNQ1, thallium flux FluxOR fluorescence; stronger effect = higher value;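 active = fluorescence ratio B-score, a plate-corrected score, at least three library SD, with initial intensity B-score within 5 SD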
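assay system = KCNQ1-transfected CHO-K1 cells | medium = assay buffer with matched DMSO | probe or stimulus = depolarizing K+/Tl+ stimulus, K2SO4 and Tl2SO4 each 12.5 mM in 5x stock | dosing = single dose | incubation = dye 90 min, compound 20 min, room temperature | detection = kinetic FluxOR fluorescence, 10 s baseline plus 110 s post-stimulus | evaluation = ratio B score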
TMEM16A inh = mouse TMEM16A channel inhibition, primary screen; HEK293 TMEM16A/YFP iodide influx fluorescence, ionomycin; normalized B-score (activity score, 25-100; higher = stronger inhibition) at 10 µM; actives 1.2% (n = 310,000);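 active = ratio plate-corrected score three or more library SD toward inhibition, starting fluorescence score within five deviations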;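 note: score derived from kinetic fluorescence span divided by baseline fluorescence per well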
RGS4 act = RGS4 potentiation or activation; HEK293 M3R/inducible RGS4, carbachol calcium flux Fluo4; stronger effect = lower value; B-score at 10 µM; actives 0.92% (n = 310,000);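 active = B-score of the integrated calcium signal more than 4 SD below the library mean, with starting fluorescence not abnormally high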;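 note: negative B-score means reduced calcium response which marks RGS4 activation or potentiation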
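System – HEK293 FlpIn-TREx cells, stable M3R, doxycycline-inducible RGS4 · Reagent – ECmax carbachol challenge · Times – compound preincubation 20 min at room temperature before agonist · Technique – Fluo4 fluorescence kinetic imaging of calcium · Measure – B score of integrated Fluo4 ratio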
ANO1 activ = mouse TMEM16A channel activation, primary screen. Q8BHY3. AID 623877. B-score at 10 µM. actives 0.3% (n = 340,000). HEK293 TMEM16A/YFP-H148Q/I152L, iodide quench fluorescence; stronger effect = lower value;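 active = fluorescence-ratio B-score plate-corrected deviation score at least 3 library SD below zero, with starting fluorescence score within 5 deviations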;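 note: channel opened by trigger with iodide after compound preincubation; score built on the fluorescence ratio of max minus min over baseline; more negative score means more quench and so TMEM16A activation or potentiation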
KCNQ1 block = inhibitors of human KCNQ1 potassium channel | P51787 | CHO-K1 KCNQ1, FluxOR thallium flux fluorescence; stronger effect = higher value | B-score at 10 µM | actives 1.3% (n = 310,000) | AID 2642;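 active = compounds whose thallium flux B-score, printed positive for inhibition, exceeds three library SD while starting fluorescence stays within three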;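 note: channel opened by potassium depolarization with thallium stimulus after 20 min compound exposure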
KCNK3 block = human KCNK3 channel inhibition, primary screen. actives 0.84% (n = 340,000). O14649. CHO-KCNK3 thallium flux, FluxOR fluorescence; stronger effect = lower value. B-score at 10 µM;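 active = B-score under library mean minus 4 SD, starting fluorescence ratio at most library mean plus 5 SD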;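 note: more negative B-score means stronger inhibition of thallium flux through KCNK3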
hERG rescue = shields human hERG channel from block by proarrhythmic agents | AID 1511 | activation (rescue from dofetilide block), less the hit threshold, % at 10 µM | Q12809 | CHO-hERG, FluxOR thallium flux, dofetilide IC70 present | actives 0.51% (n = 310,000);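 active = activation above the mean of controls blocked by dofetilide plus 5 SD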;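 note: thallium influx through hERG after potassium depolarization seen as dye fluorescence rise; in these data hits start at about 4.7%; inactives centre near -7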
RGS4 inh = human RGS4 inhibition; P49798; actives 0.45% (n = 310,000); HEK293 M3R/RGS4 inducible, Fluo-4 calcium flux; stronger effect = higher value; triggered by carbachol at its EC20; B-score at 10 µM; AID 463165;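 active = B-score, a plate-corrected calcium signal, over three deviations above library mean, with baseline fluorescence within five deviations of library mean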;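 note: RGS4 expression induced by doxycycline in cells with stable M3 receptor; B-score is computed from the integrated fluorescence ratio over baseline after carbachol; higher B-score means a larger calcium signal and so more RGS4 inhibition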
Target sequence (P49798 whole entry, looked up): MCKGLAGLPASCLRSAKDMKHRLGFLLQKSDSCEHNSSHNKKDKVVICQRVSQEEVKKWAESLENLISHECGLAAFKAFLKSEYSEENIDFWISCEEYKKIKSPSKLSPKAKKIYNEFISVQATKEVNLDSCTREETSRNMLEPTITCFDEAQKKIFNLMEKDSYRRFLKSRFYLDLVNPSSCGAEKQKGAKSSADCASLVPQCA
SKKanGAS inh = SKKanGAS growth inhibition. S. pyogenes SKKanGAS, kanamycin growth, BacTiter-Glo, 6 h. actives 1.3% (n = 300,000). inhibition, % at 7.5 µM;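 active = mean replicate score, as percent of positive control median, at least 50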;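 note: strain carries kanamycin resistance gene driven by streptokinase promoter and grows in 40 µg/ml kanamycin; loss of luminescence reflects streptokinase promoter inhibition or plain growth inhibition; 0% = median of DMSO wells and 100% = positive control at its reference dose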
KCNK9 inh = human KCNK9 channel inhibition. HEK293 KCNK9, FluxOR thallium flux fluorescence; stronger effect = lower value. actives 1.2% (n = 310,000). Q9NPC2. B-score at 10 µM;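 active = ratio B-score over 3 SD below the library mean, with starting fluorescence within 5 SD of its mean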;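 note: negative B-score means less thallium flux so channel inhibition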
The depositor's hits bear a star; i = inactive; · = not tested or not shown. Rows were taken by chance; about 6.3% have a hit in one of these screens.

Labels used below – A = HDAC3 inhib; B = KCNQ1 act; C = TMEM16A inh; D = RGS4 act; E = ANO1 activ; F = KCNQ1 block; G = KCNK3 block; H = hERG rescue; I = RGS4 inh; J = SKKanGAS inh; K = KCNK9 inh
#1 CCOc1ccc(NC(=O)CC(NCc2ccccn2)C(=O)O)cc1 (stereo not given)
  A: -3.0	B: i	C: i	D: i	E: i	F: i	G: i	H: -6.2	I: i	J: 4.7	K: i

#2 Cc1ccccc1NS(=O)(=O)c1ccc(N2CCCC2=O)cc1
  A: -2.8	B: i	C: i	D: i	E: i	F: i	G: i	H: -12.0	I: i	J: -0.7	K: i

#3 C/C(=N/NS(=O)(=O)c1ccc(C(C)C)cc1)c1ccncc1
  A: -1.3	B: i	C: i	D: i	E: i	F: i	G: i	H: -4.2	I: i	J: -0.3	K: i

#4 CNC(=O)CCn1nc(-c2ccc(C)cc2)c2ccccc2c1=O
  A: 0.6	B: i	C: i	D: i	E: i	F: i	G: i	H: -7.5	I: i	J: -0.3	K: i

#5 COc1ccc([N+](=O)[O-])cc1NC(=O)c1cccnc1
  A: -6.7	B: i	C: i	D: i	E: i	F: i	G: i	H: -4.6	I: i	J: -3.4	K: i

#6 CCc1nn(CCCC(=O)N2CCC(C)CC2)c(=O)c2cc3occc3n12
  A: 1.0	B: i	C: i	D: i	E: i	F: i	G: i	H: -4.3	I: i	J: -0.3	K: i

#7 c1csc(C2Nc3cccc4cccc(c34)N2)c1
  A: 8.7	B: i	C: i	D: i	E: i	F: i	G: i	H: -10.1	I: 6.13*	J: 6.8	K: i

#8 CN(C)C(=S)NC(=O)C(c1ccccc1)c1ccccc1
  A: -1.5	B: i	C: i	D: i	E: i	F: i	G: i	H: -7.0	I: i	J: -9.3	K: i

#9 CC(C)(C)NC(=O)COC(=O)c1ccc(S(=O)(=O)N2CCCCCC2)cc1
  A: 3.6	B: i	C: i	D: i	E: i	F: i	G: i	H: -8.8	I: i	J: 1.6	K: i

#10 O=C(c1ccc(Cl)cc1)C1CCN(C(=O)NC2CCCCC2)CC1
  A: -1.6	B: i	C: i	D: i	E: i	F: i	G: i	H: -11.3	I: i	J: -9.1	K: i

#11 CN(Cc1nc2ccccc2n1C)S(C)(=O)=O
  A: -3.4	B: i	C: i	D: i	E: i	F: i	G: i	H: -4.8	I: i	J: -0.6	K: i

#12 CCNC(=S)N(CCc1c(C)[nH]c2ccc(OC)cc12)Cc1cccnc1
  A: ·	B: i	C: i	D: i	E: i	F: i	G: i	H: -6.1	I: i	J: 7.5	K: i

#13 Cn1c(CSc2nc3ccccc3s2)nnc1SCC(=O)NCCN1CCOCC1
  A: 5.1	B: i	C: i	D: i	E: i	F: i	G: i	H: -2.1	I: i	J: 9.3	K: i

#14 CC(c1ccccc1)C(CC(=O)O)C(=O)NC1CCCCC1 (stereo not given)
  A: 5.3	B: i	C: i	D: i	E: i	F: i	G: i	H: -3.5	I: i	J: -1.9	K: i

#15 COc1cccc(CNS(=O)(=O)c2cc3c(cc2C)n(C)c(=O)c(=O)n3C)c1
  A: ·	B: i	C: i	D: i	E: i	F: i	G: i	H: -5.3	I: i	J: -0.1	K: i

#16 O=C1c2ccccc2-c2onc3ccc(NCc4ccco4)c1c23
  A: 3.4	B: i	C: i	D: i	E: i	F: i	G: i	H: -24.4	I: i	J: 23.3	K: i

#17 CCC(CC)C(=O)NC12CC3CC(CC(C3)C1)C2
  A: -2.6	B: i	C: i	D: i	E: i	F: i	G: i	H: -2.6	I: i	J: 1.5	K: i

#18 Cc1ccc(NC(=S)Nc2ccc3cn[nH]c3c2)c(C)c1
  A: 6.9	B: i	C: i	D: i	E: i	F: i	G: i	H: -11.6	I: i	J: -3.4	K: i

#19 COc1cc(CCC(=O)OCC(N)=O)cc(OC)c1OC
  A: 2.3	B: i	C: i	D: i	E: i	F: i	G: i	H: -10.7	I: i	J: 1.9	K: i

#20 CC(=O)c1c(C)[nH]c(C(=O)CSc2nc3ccccc3c(=O)n2CCCO)c1C
  A: 1.4	B: i	C: i	D: i	E: i	F: i	G: i	H: -7.7	I: i	J: 11.1	K: i

#21 O=C1/C(=N\S(=O)(=O)c2cccs2)C([n+]2cccc(Cc3ccccc3)c2)=C([O-])c2ccccc21
  A: -2.0	B: i	C: i	D: i	E: i	F: i	G: i	H: -8.1	I: i	J: 105.9*	K: -6.59*

#22 C=CCNC(=O)Nc1ccc(F)c(Cl)c1
  A: -1.0	B: i	C: i	D: i	E: i	F: i	G: i	H: -10.2	I: i	J: -0.2	K: i

#23 Cc1ccc2c(c1)CC1(CN2C)C(=O)OC2(CCCCC2)OC1=O
  A: 1.5	B: i	C: i	D: i	E: i	F: i	G: i	H: -8.8	I: i	J: -5.4	K: i

#24 CCCCN1C(=O)NC(c2cccc([N+](=O)[O-])c2)C(C(=O)OCC)=C1C (stereo not given)
  A: 5.2	B: i	C: i	D: i	E: i	F: i	G: i	H: -6.0	I: i	J: 4.0	K: i

As entered above.
CCCCN1C(=O)NC(c2cccc([N+](=O)[O-])c2)C(C(=O)OCC)=C1C (stereo not given) in HDAC3 inhib is listed with 5.2
Cc1ccc(NC(=S)Nc2ccc3cn[nH]c3c2)c(C)c1 in SKKanGAS inh is listed with -3.4

Record cards, as listed above. Order of screens: HDAC3 inhib, KCNQ1 act, TMEM16A inh, RGS4 act, ANO1 activ, KCNQ1 block, KCNK3 block, hERG rescue, RGS4 inh, SKKanGAS inh, KCNK9 inh
`CN(Cc1nc2ccccc2n1C)S(C)(=O)=O` in the list: -3.4, i, i, i, i, i, i, -4.8, i, -0.6, i
`CCC(CC)C(=O)NC12CC3CC(CC(C3)C1)C2` in the list: -2.6, i, i, i, i, i, i, -2.6, i, 1.5, i
`COc1cccc(CNS(=O)(=O)c2cc3c(cc2C)n(C)c(=O)c(=O)n3C)c1` in the list: ·, i, i, i, i, i, i, -5.3, i, -0.1, i
`CC(=O)c1c(C)[nH]c(C(=O)CSc2nc3ccccc3c(=O)n2CCCO)c1C` in the list: 1.4, i, i, i, i, i, i, -7.7, i, 11.1, i

Of the compounds above, these have a nitro group on carbon:
Labels used below – A = HDAC3 inhib; B = KCNQ1 act; C = TMEM16A inh; D = RGS4 act; E = ANO1 activ; F = KCNQ1 block; G = KCNK3 block; H = hERG rescue; I = RGS4 inh; J = SKKanGAS inh; K = KCNK9 inh
#5 COc1ccc([N+](=O)[O-])cc1NC(=O)c1cccnc1
  A: -6.7	B: i	C: i	D: i	E: i	F: i	G: i	H: -4.6	I: i	J: -3.4	K: i

#24 CCCCN1C(=O)NC(c2cccc([N+](=O)[O-])c2)C(C(=O)OCC)=C1C (stereo not given)
  A: 5.2	B: i	C: i	D: i	E: i	F: i	G: i	H: -6.0	I: i	J: 4.0	K: i
